BRCA1 expr up: BRCA1 expression activation | MCF7-BRCA1-FFLuc reporter, luminescence, 48 h; response scale: scaled: vehicle 0%, 10 µM genistein 100% | Potency, µM (doses to about 46.1 µM), for inactives: at the top dose activation, usual class: activators | 380,000 tested, 1.1% active; note: potency is the fitted concentration of half-maximal effect; nearly all actives have a fitted effect of over 80% in size; some results filed as inactive show a strong effect at the top dose
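Compounds are tested at multiple concentrations on MCF7 BRCA1-luciferase reporter cells seeded at 2000 per well; after 48 h, a single luminescence end-point is taken and curves fitted to the normalized data.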
Eya2 phos inh: Eya2 (human) phosphatase inhibition; Potency, µM (doses to about 76.9 µM), inactives show top-dose activity, negative = inhibition, hits mostly inhibitors; recombinant Eya2, OMFP fluorescence dephosphorylation (OMFP is methylfluorescein phosphate); 330,000 tested, 0.006% active; AID 488837; note: potency is the fitted concentration of half-maximal effect; % is set by controls: 0 for no effect and ±100 for the full control effect
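Eya2 (0.2 uM) preincubated 10 min at ambient with compound, then OMFP substrate added at 50 uM; 10 min reaction in 50 mM HEPES pH 7.5, 50 mM NaCl, 5 uM MgCl2, 0.05% BSA, 1 mM DTT. Fluorescence read at Ex 485/Em 525 nm.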
ASM inhibitor: human S-ASM enzyme inhibition; placental ASM, HMU-PC fluorogenic substrate, 60 min; Potency, µM (series often up to 57.5 µM), for inactives: at the highest dose activity change, negative = inhibition, most hits filed as inhibitors; 340,000 tested, 0.006% active; P17405; AID 504937; note: potency is the fitted concentration of half-maximal effect
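Steps: dispense placental human ASM, pin compound, wait 10 min at room temperature, add HMU-PC0 substrate at 9 uM final, incubate 60 min at 37 °C, add stop solution raising pH to 10, read fluorescence.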
USP2a inh: USP2a (human) protease inhibition. 330,000 tested, 0.01% active. Potency, µM (top dose mostly 38.3 µM), for inactives: at the top dose activity change, negative = inhibition, usual class: inhibitors. USP2 core, Ub-CHOP2 coupled fluorogenic reporter, 485/531;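 note: potency is the fitted concentration of half-maximal effect; plate controls were DMSO wells for no effect and full inhibition by NEM control for full effect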
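Deubiquitinase activity read as fluorescence (485/531 nm) after Ub-CHOP2 cleavage activates the enterokinase reporter on its substrate; USP2 core 10nM, Ub-CHOP2 and substrate 25nM each, 30min compound preincubation then 60min RT; data normalized to NEM, curves fitted.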
TRPV1 agonist: agonists of human vanilloid receptor 1 (TRPV1); Q8NER1; TRPV1-expressing cells, Fluo-8 calcium influx, agonist mode; activation, % at 8.33 µM; 320,000 tested, 0.19% active; in the data active = activation above about 80%; inconclusive = between about 30% and that limit; note: 0% is about no effect
Target sequence (Q8NER1 whole entry, looked up): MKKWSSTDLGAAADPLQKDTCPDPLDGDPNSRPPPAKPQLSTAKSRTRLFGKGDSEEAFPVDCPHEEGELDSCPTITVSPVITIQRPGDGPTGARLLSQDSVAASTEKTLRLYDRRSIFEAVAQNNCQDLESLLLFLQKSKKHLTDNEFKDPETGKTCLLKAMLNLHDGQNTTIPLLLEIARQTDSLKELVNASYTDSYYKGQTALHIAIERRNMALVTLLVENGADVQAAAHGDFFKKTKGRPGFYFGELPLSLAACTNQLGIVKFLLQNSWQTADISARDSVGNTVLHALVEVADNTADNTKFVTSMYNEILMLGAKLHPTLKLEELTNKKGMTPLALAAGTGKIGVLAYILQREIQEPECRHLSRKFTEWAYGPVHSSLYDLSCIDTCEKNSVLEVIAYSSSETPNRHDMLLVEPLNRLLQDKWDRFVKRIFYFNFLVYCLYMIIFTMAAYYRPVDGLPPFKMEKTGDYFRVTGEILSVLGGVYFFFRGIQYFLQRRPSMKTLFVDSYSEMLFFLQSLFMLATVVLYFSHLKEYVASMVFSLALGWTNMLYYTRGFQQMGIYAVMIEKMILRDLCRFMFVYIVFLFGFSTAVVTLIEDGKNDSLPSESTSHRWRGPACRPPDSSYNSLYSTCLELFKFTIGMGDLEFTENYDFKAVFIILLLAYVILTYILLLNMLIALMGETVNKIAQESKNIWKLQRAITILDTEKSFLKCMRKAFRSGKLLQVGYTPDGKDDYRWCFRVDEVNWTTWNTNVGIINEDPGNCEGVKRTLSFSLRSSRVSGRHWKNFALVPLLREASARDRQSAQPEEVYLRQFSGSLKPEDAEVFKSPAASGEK
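TRPV1-expressing cells were cultured overnight at 35.5C and loaded with Fluo-8 calcium dye for 40 to 90 min at room temperature. After a 10 s baseline, compound was added and calcium influx was read kinetically for 3 min (ex 480/em 520 nm).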
p53 reactivation: restores transcriptional activity of mutant p53. H1299 p53-A138V BP100-luciferase reporter, luminescence, 24 h. Potency, µM (titrated, usually from 92.2 µM), inactives show at the highest dose activity change, positive = activation, most hits filed as activators. 320,000 tested, 0.063% active. AID 504706; note: potency is the fitted concentration of half-maximal effect; % of control where 0% means no effect; nearly all actives have a fitted effect of over 45% in size
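H1299 (p53-null), stable ts p53-A138V + BP100-Luc; 1000 cells/well, Opti-MEM/10% FBS; cpd 4 pt, 1:5; 24 h, 37 deg C, 5% CO2; detection reagent 10 min RT; luminescence.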
B2AR arrestin: recruits beta-arrestin to the human beta2-adrenergic receptor | Potency, µM (series often up to 46.1 µM), for the others: at the top dose activation, hits mostly activators | beta-arrestin recruitment to beta2AR, cell-based reporter | 330,000 tested, 0.02% active | P07550;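 note: potency is the fitted concentration of half-maximal effect; 0% = DMSO controls and full agonism = EC100 isoproterenol or metaproterenol; nearly all actives have a fitted effect of over 65% in size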
a7 integrin act: activates integrin-mediated alleviation for muscular dystrophy; alpha7betagal myoblasts, beta-gal FDG fluorescence, 48 h; Potency, µM (highest dose often 38.3 µM), for the others: at the highest dose activation, actives largely listed as activators; 350,000 tested, 0.064% active; AID 624291;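 note: potency is the fitted concentration of half-maximal effect; 100% = response of the positive control SU9516; nearly all actives have a fitted effect of over 60% in size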
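Alpha7betagal+/- myoblasts (passage 13) were plated 16-24 hr, then exposed to compounds (1:260 dilution of DMSO stock) for 48 hours at 37C. After MPER lysis, β-galactosidase reporter activity was read as FDG fluorescence (ex 480/em 540) after 30 minutes.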
PTAP TSG101 blk: blocks PTAP/TSG101 interaction to inhibit HIV-1 budding; Potency, µM (highest dose often 115 µM), for inactives: top-dose activity change, negative = inhibition, most hits filed as inhibitors; 340,000 tested, under 10 active; Fluorescence polarization, FITC-PTAP peptide / Tsg101 binding; active = well fitted inhibition curve with a large enough effect in the main read-out, with a control signal flat, not every such curve was filed as active; inconclusive = small, poorly fitted or top-dose-only effect, or effect the other way, or a change in a side signal; inactive = no such curve, though single readings can be large or run the other way; note: potency is the fitted concentration of half-maximal effect; % of control where 0% means no effect
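Steps: Tsg101 binding domain dispensed (10 uM final), compounds pinned in DMSO, FITC-labeled PTAP-motif peptide added (50 nM final); after 20 min binding at room temperature, polarization measured.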
ELG1 genotox: genotoxicity induction in ELG1-luciferase HEK293T cells | HEK293T ELG1-luciferase reporter, luminescence, 16 h | Potency, µM (top dose mostly 46 µM), without a hit: at the highest dose activity change, positive = activation, most hits filed as activators | 330,000 tested, 1.3% active | AID 504466; note: potency is the fitted concentration of half-maximal effect; % of control where 0% means no effect; nearly all actives have a fitted effect of over 60% in size
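Genotoxicity was scored as increased ELG1-luciferase reporter signal, measured by ONE-Glo luminescence (30 min, room temperature). Compound or vehicle exposure of the HEK293T reporter cells lasted 16 hr at 37°C.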
uPA surface inh: cell surface uPA generation inhibition; cell surface uPA generation assay, qHTS; Potency, µM (series often up to 38.3 µM), for inactives: top-dose activity change, negative = inhibition, usual class: inhibitors; 330,000 tested, 0.31% active; AID 540303; active = well fitted inhibition curve with a large enough effect; inconclusive = small, poorly fitted or top-dose-only effect; inactive = no such curve, though single readings can be large or run the other way; tested in mouse RAW 264.7 cells; note: potency is the fitted concentration of half-maximal effect; % is set by controls: 0 for no effect and ±100 for the full control effect; nearly all actives have a fitted effect of over 55% in size
Starred values were filed as active, the others as inactive; ? = inconclusive; · = no result given; [ ] = remark or other dose. Unless noted, calls come from the whole dose curve; as a rule, active = well fitted curve in the direction sought with a large enough effect; inconclusive = small, poorly fitted or top-dose-only effect, or another doubt; inactive = no such curve, though single readings can be large; an effect the other way counts as inactive or inconclusive. Outcome played no part in choosing rows (roughly 2.6% active in at least one column).

entry | Compound | BRCA1 expr up | Eya2 phos inh | ASM inhibitor | USP2a inh | TRPV1 agonist | p53 reactivation | B2AR arrestin | a7 integrin act | PTAP TSG101 blk | ELG1 genotox | uPA surface inh
1 | CC1(C)CC(=O)C2=C(C1)c1c(ccc3ccccc13)NC2c1ccc(Br)o1 (stereo not drawn) | -80% | -29% | · | 2% | 13 | 3% | -0.1% | -5% | -4% | -16% | -13%
2 | Cc1ccc(OCC(=O)NNC(=O)Cc2ccc(S(=O)(=O)N3CCOCC3)s2)cc1 | 1% | -1% | 4% | -9% | 2 | -12% | -0.4% | 11% | -4% | -2% | 6%
3 | CCOC(=O)c1sc(NC(=O)CSc2nncs2)c(C(=O)OCC)c1C | -13% | 6% | -9% | -1% | 10 | 18% | -0.1% | 14% | 2% | 0% | -1%
4 | CN(c1ccc(C(=O)N2CCN(c3ccccc3F)CC2)cc1)S(=O)(=O)c1ccccc1 | -28% | -15% | -3% | 2% | -6 | -2% | 0.2% | ? | 1% | -1% | -2%
5 | CC(C)CCOc1ccc(C(=O)NCC(c2ccco2)N(C)C)cc1 (stereo not drawn) | -2% | -8% | 4% | -1% | -5 | 9% | 0.2% | -7% | 0% | 0% | -4%
6 | Cc1ccc(O)c(C(=O)CC(=O)c2cccc(F)c2)c1 | 19% | 0% | -5% | -3% | 24 | ? | 0.0% | 23% | -8% | 7% | -1%
7 | CCc1nc(SCC(=O)N2CCCc3ccccc32)c2oc3ccccc3c2n1 | 0%[1.84 µM] | -3% | -10% | 4% | 18 | 5% | -0.4% | -28% | -2% | -15% | 3%
8 | CC1CCN(C(=O)c2ccccc2NC(=O)Nc2ccccc2)CC1 | -16% | -9% | 2% | 0% | -1 | 0% | 0.1% | -1% | -4% | 11% | -4%
9 | O=C(Nc1cccc(-c2cccc(Cl)c2)c1)C1CCN(Cc2ccccn2)CC1 | -44% | 6% | -2% | 0% | 20 | 17% | 0.0% | 0% | -2% | -11% | -6%
10 | CCc1cc(=O)[nH]c(SCCc2ccccc2)n1 | 4% | 6% | 0% | -1% | -4 | 3% | -0.5% | 18% | 1% | 8% | -2%
11 | O=C1C2Sc3[nH]c(=O)sc3C(c3ccccc3)C2C(=O)N1c1ccc(Cl)cc1 (stereo not drawn) | -40% | 11% | 37%[activator] | 2% | 6 | 2% | -0.5% | 8% | -8% | -2% | 5%
12 | O=C(O)CC1Sc2ccccc2NC1=O (stereo not drawn) | -14% | 12% | 3% | 0% | 0 | 2% | -0.7% | 12% | 0% | -1% | 5%
13 | CC(C)c1ccc(NC(=O)C2C3C=CC4(O3)C2C(=O)N(CCCN2CCCCC2)C4C(=O)NC2CCCCC2)cc1 (stereo not drawn) | -18% | -4% | 2% | 2% | -1 | 6% | -0.1% | 6% | 1% | -1% | -1%
14 | CC(=O)Nc1ccc(C(=O)CSc2nnc(Cn3nnc4ccccc43)n2C)cc1 | 12% | 14% | -3% | 0% | 4 | 2% | 0.4% | 7% | -5% | -1% | 11%
15 | CC1(C)Oc2ccc(/C=C/C(=O)N3CCOCC3)c(O)c2C(N2CCOCC2)C1O (stereo not drawn) | · | 0% | · | 4% | 3 | 5% | -0.3% | · | · | 9% | ·
16 | COC(=O)[C@]1(Cc2ccccc2)N[C@H](CN(C)C(=O)COc2ccccc2)[C@@H]2C(=O)N(C)C(=O)[C@@H]21 | 0% | 0% | 0% | 0% | · | -2% | -0.2% | -23% | 0% | 1% | 16%
17 | Cc1cc(OC(C)C(=O)NCc2ccncc2)c2c(C)cc(=O)oc2c1 (stereo not drawn) | 2% | -8% | 4% | -1% | -2 | -3% | 0.3% | ? | 0% | 1% | 4%
18 | CC(C)(C)c1ccc2oc(=O)cc(-c3cccc(-c4ccc(C(F)(F)F)cc4)c3)c2c1 | -1% | -7% | -8% | 2% | · | 6% | 0.2% | 20% | -3% | 0% | 1%
19 | Nc1ncnc(Oc2ccccc2F)c1[N+](=O)[O-] | 11% | 8% | -1% | 12% | -4 | 6% | -0.4% | 9% | 0% | -11% | -12%
20 | COc1ccc(C2CC(=O)C(C(c3ccc(O)cc3)C3C(=O)CC(c4ccc(OC)cc4)CC3=O)C(=O)C2)cc1 (stereo not drawn) | · | 20% | · | 0% | 0 | 3% | 1.6% | · | · | 1% | ·
21 | Cc1ccc(NC(=O)COC(=O)CCc2c[nH]c(=O)[nH]2)cc1 | 11% | 4% | 3% | 1% | 16 | 2% | -0.3% | 40% | -12% | 2% | -1%
22 | CSc1nnc(NC(=O)c2nc(S(=O)(=O)Cc3ccc(C)cc3)ncc2Cl)s1 | -48% | 3% | -1% | 0% | -10 | -28% | -0.1% | -72%[inhibitor] | 0% | -16% | -3%
23 | CCC(=O)Nc1ccc(N2CCN(Cc3ccccc3)CC2)cc1 | 2% | 1% | 8% | 1% | 1 | -11% | -0.2% | 26% | 1% | -1% | -3%
24 | CCOc1ccccc1NC(=O)COC(=O)CN(C)S(=O)(=O)c1ccc(C)cc1 | 6% | 2% | 3% | 1% | -2 | 28% | -1.4% | 7% | 1% | 5% | -2%
25 | C[C@H](CO)N1C[C@H](C)[C@@H](CN(C)S(=O)(=O)c2ccccc2)Oc2ccc(NC(=O)c3ccncc3)cc2C1=O | 1% | -36% | 2% | 3% | · | -2% | -0.1% | -4% | -1% | 4% | -7%
26 | Cc1cccn2cc(CNc3ccccc3)nc12 | 14µM* | 9% | 1% | 2% | 0 | ? | -1.3% | 14% | -14% | 21µM* | ·
27 | O=C(Nc1ccc2c(c1)OCO2)c1cnc(Cl)c(Cl)c1 | -25% | 16% | 0% | 1% | ? | ? | -0.8% | 13% | 1% | 17% | -13%
28 | Cn1nc(-c2ccccc2)cc1NC(=O)CCCC(=O)O | 17% | 18% | 1% | 8% | -1 | 6% | -0.4% | 17% | -4% | 2% | -9%
29 | Cn1ncc(C(N)=O)c1NC(=S)NC(=O)c1ccc(Br)o1 | -3% | 13% | 2% | -1% | 1 | -1% | 7.9% | 1% | -6% | 0% | 2%
30 | CCOC(=O)c1ccc(-c2ccc3c(c2)CCC3)nc1C | 10µM* | 9% | 0% | 5% | 4 | ? | 0.9% | 5% | 2% | 3.7µM* | 15%
31 | CCn1cc(CN(C)S(=O)(=O)c2cccc([N+](=O)[O-])c2)cn1 | 24% | -13% | 3% | -4% | -1 | 10% | -0.1% | 25% | -1% | -2% | -2%
32 | COc1cc(C)nc(N(Cc2ccccc2)S(=O)(=O)c2ccccc2)n1 | -18% | -6% | -11% | -1% | 1 | 4% | -0.1% | -23% | -1% | -1% | -4%
33 | Cc1ccc(NC(=O)COc2ccccc2)c(NC(=O)c2ccccc2C)c1 | -16% | · | -6% | · | · | · | · | 11% | -2% | · | -3%
34 | COC(=O)c1ccccc1NC(=O)c1ccccc1N(C)S(C)(=O)=O | -11% | 17% | 3% | -2% | 1 | -9% | 3.1% | 0% | -7% | 0% | -6%
35 | O=C(NC1CCSc2ccccc21)c1ccc(F)c(S(=O)(=O)N2CCOCC2)c1 (stereo not drawn) | -21% | 5% | -2% | 5% | 1 | -1% | -0.2% | 5% | · | -5% | -22%
36 | Cc1cccc(C(=O)Oc2ccc(/C=N/NC(=O)c3ccc(O)cc3)cc2)c1 | -17% | -11% | · | 3% | 23 | 15% | -3.4% | 12% | -3% | 5% | -1%
37 | Cc1ccc(-n2c(-c3ccncc3)nnc2-c2cccs2)cc1 | -8% | · | 0% | · | · | · | · | -22% | -8% | · | -1%
38 | CC1=C(C(=O)Nc2ccccc2C(=O)NC2CCC(C)CC2)SCCO1 (stereo not drawn) | 58% | 11% | 4% | 3% | ? | 9% | -0.4% | 0% | -3% | 12% | 7%
39 | CN1C(=O)CSc2ccc(NC(=O)NCCC3=CCCCC3)cc21 | -40% | 13% | -3% | -1% | ? | -5% | -0.7% | -7% | -3% | 3% | 8%
40 | C#CCOCCOCCOCCNc1nc(N2CCN(C(=O)[C@H]([C@@H](C)CC)n3cc([C@@H](N)Cc4ccc(O)cc4)nn3)CC2)nc(N2CCN(C(=O)[C@H](Cc3cc4ccccc4[nH]3)n3cc([C@@H](N)CC(C)C)nn3)CC2)n1 | 0% | 11% | 16% | -1% | -7 | -4% | 0.0% | -7% | -5% | 0% | -6%
41 | Cc1cc(NC(=O)COC(=O)c2ccc(S(=O)(=O)C(F)F)cc2)n(-c2ccccc2)n1 | -8% | 17% | · | 0% | -4 | 1% | -0.2% | -2% | -2% | 0% | 3%

Compound activity from PubChem.
